PKM2 activator: increases activity of human pyruvate kinase M2. P14618. purified PKM2, Kinase-Glo ATP luminescence, activation; response scale: 0% is enzyme alone, no compound. Potency, µM (titrated, usually from 57.5 µM), inactives show at the top dose activation, actives largely listed as activators. 0.34% of 260,000 active; note: potency is the fitted concentration of half-maximal effect; % is set by controls: 0 for no effect and ±100 for the full control effect; nearly all actives have a fitted effect of over 55% in size
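Purified hPK-M2 (>95% pure) converted ADP (0.1 mM final) to ATP with 0.5 mM PEP in 50 mM imidazole pH7.2, KCl, MgCl2, Tween 20, BSA; 1 h at room temperature. ATP detected by Kinase-Glo luminescence.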
RORgamma inh: blocks mouse ROR gamma transcriptional activity | AID 2551 | P51450 | Potency, µM (highest dose often 53.6 µM), without a hit: at the top dose activity change, negative = inhibition, hits mostly inhibitors | 5.4% of 310,000 active | Drosophila S2 Gal4-RORgamma UAS-luciferase reporter, 20 h; note: potency is the fitted concentration of half-maximal effect; % is set by controls: 0 for no effect and ±100 for the full control effect; nearly all actives have a fitted effect of over 60% in size
Target sequence (P51450 whole entry, looked up, the tested form may be a part): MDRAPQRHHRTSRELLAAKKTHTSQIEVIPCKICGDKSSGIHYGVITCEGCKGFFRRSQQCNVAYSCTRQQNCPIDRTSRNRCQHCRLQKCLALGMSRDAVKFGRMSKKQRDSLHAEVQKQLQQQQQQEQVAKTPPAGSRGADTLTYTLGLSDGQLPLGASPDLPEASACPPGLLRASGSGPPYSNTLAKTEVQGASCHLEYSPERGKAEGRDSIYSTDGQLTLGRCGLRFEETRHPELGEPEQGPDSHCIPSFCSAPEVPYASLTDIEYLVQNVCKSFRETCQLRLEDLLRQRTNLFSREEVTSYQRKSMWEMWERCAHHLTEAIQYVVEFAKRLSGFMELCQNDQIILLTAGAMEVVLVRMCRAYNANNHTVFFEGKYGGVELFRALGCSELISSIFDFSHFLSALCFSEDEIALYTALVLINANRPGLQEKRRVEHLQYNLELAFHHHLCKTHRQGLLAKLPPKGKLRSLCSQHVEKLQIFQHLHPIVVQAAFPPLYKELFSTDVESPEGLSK
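Luminescence from a UAS-regulated Photinus luciferase reporter in stably transfected Drosophila Schneider cells is measured; decreased signal marks ROR gamma inhibition. Fusion expression is induced by 700 uM copper sulfate for 20 hr.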
NPC1 prom act: activates the NPC1 promoter; AID 485313; Huh7 NPC1 promoter luciferase reporter, 24 h; 2.4% of 320,000 active; Potency, µM (doses to about 9.22 µM), without a hit: at the highest dose activation, usual class: activators;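 note: potency is the fitted concentration of half-maximal effect; % of control where 0% means no effect; nearly all actives have a fitted effect of over 60% in size; reporter is driven by a mutant NPC1 promoter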
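Quantitative HTS used a cell-based reporter: Huh7 cells stably bearing the NPC1 promoter upstream of luciferase were treated with compounds for 24 h, and promoter activation was read as luminescence.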
KCNH2 3.1 block: inhibitors of human KCNH2 3.1 potassium channel isoform; activity change, % (tested at about 1.8 µM); 0.95% of 340,000 active; AID 720553; U2OS KCNH2 3.1, thallium flux FluxOr; stronger effect = lower value;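 active = maximum activity change below -70%; inconclusive = maximum activity change from -70% to -50%; inactive = maximum activity change above -50%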;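 note: thallium influx rate constant from kinetic fluorescence after stimulation buffer; % is set by controls: 0 for no effect and ±100 for the full control effect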
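Thallium flux read-out: FluxOr dye with Red40 quencher in HBSS/HEPES, 45 min at RT. Rate constants from kinetic reads were normalized to positive and negative DMSO controls. Cells: U2OS virally expressing the 3.1 isoform.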
ELG1 repair inh: blocks ELG1-dependent DNA repair in HEK293T cells; HEK293T ELG1-luciferase reporter, luminescence, 16 h; DNA damage induced by 5-fluorouridine; Potency, µM (highest dose often 46.1 µM), for inactives: top-dose activity change, negative = inhibition, most hits filed as inhibitors; 2.3% of 330,000 active; AID 504467; note: potency is the fitted concentration of half-maximal effect; % is set by controls: 0 for no effect and ±100 for the full control effect; nearly all actives have a fitted effect of over 55% in size
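DMSO vehicle served as the neutral condition. Each well held 2,000 cells given 5-fluorouridine plus compound; after 16 hr at 37 °C/5% CO2, ONE-Glo was added and luciferase measured 30 min later.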
FLuc modulator: counter-screen for miR-21 project: firefly luciferase inhibitors or activators; P08659; purified FLuc, Km substrates, luminescence inhibition; Potency, µM (top dose mostly 57.5 µM), without a hit: top-dose activity change, negative = inhibition, most hits filed as inhibitors; 6.9% of 360,000 active;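 note: potency is the fitted concentration of half-maximal effect; plate controls were vehicle for no effect and reference inhibitor for full effect; nearly all actives have a fitted effect of over 55% in size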
Target sequence (P08659 whole entry, looked up): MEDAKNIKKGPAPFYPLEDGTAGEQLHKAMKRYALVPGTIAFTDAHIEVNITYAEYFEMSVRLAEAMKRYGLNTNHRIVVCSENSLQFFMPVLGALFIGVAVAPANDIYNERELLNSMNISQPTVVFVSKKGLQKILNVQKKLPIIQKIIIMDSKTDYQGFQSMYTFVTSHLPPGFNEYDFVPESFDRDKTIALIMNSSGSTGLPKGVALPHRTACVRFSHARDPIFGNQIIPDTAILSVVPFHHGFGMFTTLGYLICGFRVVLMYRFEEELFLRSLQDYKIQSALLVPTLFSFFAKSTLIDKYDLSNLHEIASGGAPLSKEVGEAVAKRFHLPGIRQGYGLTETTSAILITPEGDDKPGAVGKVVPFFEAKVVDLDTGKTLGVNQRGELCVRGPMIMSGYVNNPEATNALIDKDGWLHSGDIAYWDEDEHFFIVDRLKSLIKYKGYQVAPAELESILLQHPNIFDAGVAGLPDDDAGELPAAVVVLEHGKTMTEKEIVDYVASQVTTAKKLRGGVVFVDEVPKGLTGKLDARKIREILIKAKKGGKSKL
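Purified P. pyralis luciferase (10nM final) with 10uM D-luciferin and 10uM ATP (Km levels) in 50mM Tris acetate pH 7.5, 10mM Mg acetate, 0.01% Tween-20, 0.05% BSA; qHTS 6-point titration, ~60 µM downward; luminescence read.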
Rab9 promoter act: activates the Rab9 promoter | Huh7 Rab9 promoter-luciferase reporter, luminescence, 24 h | Potency, µM (top dose mostly 9.22 µM), for inactives: at the highest dose activation, negative = inhibition, actives largely listed as activators | 2.8% of 320,000 active; note: potency is the fitted concentration of half-maximal effect; % of control where 0% means no effect; nearly all actives have a fitted effect of over 60% in size
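Using Huh7 cells stably transfected with Rab9 promoter–luciferase, compounds were incubated 24 h at 37 °C, 5% CO2; luciferase luminescence was read 10 min after reagent addition.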
VP16 counter: counter-screen for ROR gamma inhibitors: Gal4-VP16 reporter; Drosophila S2 Gal4-VP16 UAS-luciferase, luminescence, 20 h; Potency, µM (highest dose often 53.6 µM), inactives show top-dose activity, negative = inhibition, usual class: inhibitors; 3.5% of 310,000 active;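 note: Gal4-VP16 expression switched on by copper sulfate through the metallothionein promoter; potency is the fitted concentration of half-maximal effect; % is set by controls: 0 for no effect and ±100 for the full control effect; nearly all actives have a fitted effect of over 50% in size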
Menin-MLL TR inh: displaces Texas Red mutant MLL peptide from human menin. Potency, µM (titrated, usually from 61.6 µM), for inactives: at the top dose FP activity change, negative = inhibition, usual class: inhibitors. O00255. AID 1768. Menin + Texas Red MLL mutant peptide, fluorescence polarization. 0.23% of 270,000 active; active = well fitted inhibition curve with a large enough effect in the polarisation, with a control signal flat, not every such curve was filed as active; inconclusive = small, poorly fitted or top-dose-only effect, or effect the other way, or a change in a side signal; inactive = no such curve, though single readings can be large or run the other way; the % refers to the polarisation; note: potency is the fitted concentration of half-maximal effect; % of control where 0% means no effect; many of its hits are not listed in these tables
Mito fusion act: blocks mitochondrial division or promotes mitochondrial fusion | 0.23% of 320,000 active | Potency, µM (series often up to 46.1 µM), inactives show at the highest dose growth rescue (activation), actives largely listed as activators | S. cerevisiae fusion-defective mutant growth rescue, CellTiterGlo 48 h | AID 485298;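 note: potency is the fitted concentration of half-maximal effect; % of control where 0% means no effect; nearly all actives have a fitted effect of over 45% in size; temperature-sensitive fusion mutants such as fzo1-1 at 37 °C on non-fermentable ethanol glycerol medium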
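Luminescent cell viability in 1536-well qHTS format served as the measure of rescued growth in ts fusion-mutant S. cerevisiae cultured on non-fermentable YPEG for 48 hours at 37C.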
MBNL1 CUG block: inhibitors of human MBNL1 binding to CUG repeat RNA; TR-FRET MBNL1-His/biotin-(CUG)12 binding, 665/545 ratio; Potency, µM (titrated, usually from 57.5 µM), inactives show top-dose activity change, negative = inhibition, actives largely listed as inhibitors; 0.036% of 280,000 active; AID 2675; active = well fitted inhibition curve with a large enough effect in the signal ratio, with a control signal flat, not every such curve was filed as active; inconclusive = small, poorly fitted or top-dose-only effect, or effect the other way, or a change in a side signal; inactive = no such curve, though single readings can be large or run the other way; the % refers to the signal ratio; note: potency is the fitted concentration of half-maximal effect; % is set by controls: 0 for no effect and ±100 for the full control effect
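TR-FRET readout: Ex 340 nm, 665/545 nm emission ratio, normalized to buffer-only (basal) and MBNL1-(CUG)12 controls. Complex of MBNL1-His with Biotin-(CUG)12, compounds 92 nM–58 uM, incubated 60 min at room temperature.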
Active calls of the source: *; ? = inconclusive; . = not tested or not shown; & = joins results of further samples; [ ] = remark or other dose. Unless noted, calls come from the whole dose curve; as a rule, active = well fitted curve in the direction sought with a large enough effect; inconclusive = small, poorly fitted or top-dose-only effect, or another doubt; inactive = no such curve, though single readings can be large; an effect the other way counts as inactive or inconclusive. The list is partial (hit frequency here may not be typical).

SMILES	PKM2 activator	RORgamma inh	NPC1 prom act	KCNH2 3.1 block	ELG1 repair inh	FLuc modulator	Rab9 promoter act	VP16 counter	Menin-MLL TR inh	Mito fusion act	MBNL1 CUG block
CC(Oc1ccccc1F)C(=O)NCCN1CCCCC1 (centres undefined)	?	-11%	-1%	-3	?	0%	8%	-10%	20%	0%	-1%
Cn1cnc([N+](=O)[O-])c1SCC(O)CN1CCCCC1 (centres undefined)	0%	-1%	1%	12	6%	0%	-2%	12%	3%	6%	10%
COc1ncccc1C(=O)N1CCCC(N2CCN(c3cccc(Cl)c3)CC2)C1 (centres undefined)	-8%	28%	1%	-2	-13%	0%	0%	21%	.	1%	0%
O=C(NC(=O)c1ccccc1)Nc1ccccn1	-73%	0.5µM*	-23%	.	?	0.27µM*	1.3µM*	1.6µM*	.	-1%	-11%
C/C(CC(=O)N1CCN(C=O)CC1)=N\NC(=O)c1ccc([N+](=O)[O-])cc1	-1%	8.9µM*	0%	16	1%	?	-6%	?	0%	15%	4%
Cc1c(CC(=O)N[C@@H](C)C(=O)O)c(=O)oc2c(C)c3occ(-c4ccccc4)c3cc12	.	0%	-4%	29	-16%	-5%	-8%	0%	-8%	10%	1%
NCCCC[C@H]1CNC(=O)C(=O)N1CCCCC1CCCCC1	2%	-9%	-2%	-2	-3%	-1%	0%	-1%	.	3%	-11%
CN(C)CCCN1C(=O)CSC1c1ccccc1 (centres undefined)	-5%	-9%	0%	17	16%	0%	-3%	3%	-1%	-5%	2%
COc1ccc(CCNC(=S)Nc2cccc(C)c2C)cc1	0%	4µM*	-2%	7	-16%	-1%	4%	7.9µM*	-14%	5%	3%
Cc1cc(Cl)ccc1OCC(=O)N(Cc1ccco1)C1CCS(=O)(=O)C1 (centres undefined)	0%	68%	-1%	-5	16%	4%	0%	5%	.	-1%	-9%
COc1cccc(N2CCN(C(=O)CCc3nnc4ccc(N5CCOCC5)nn34)CC2)c1	.	-13%	-4%	-3	-4%	-2%	0%	-2%	2%	-11%	-22%
CCCCNC(=S)Nc1ccc(Oc2ccccc2)cc1	-8%	1.4µM*	2%	-4	0%	-11%	1%	5.6µM*	13%	-1%	8%
Cc1ccc(C(C(=O)NCc2ccco2)N(C(=O)CNC(=O)c2cccs2)c2ccc(C)cc2C)cc1 (centres undefined)	-5%	-25%	-9%	-3	27%	0%	5%	?	.	3%	-1%
CCOC(=O)C1=C(C)OC(N)=C(C#N)C1c1ccc(OC)c(C)c1OC (centres undefined)	0%	15%	0%	19	-3%	-3%	4%	0%	-11%	0%	7%
CC(C)(C)NC(=S)Nc1cccc(C(F)(F)F)c1	-6%	31%	3%	-4	12µM*	-7%	-7%	?	-2%	-7%	-7%
O=C(c1nn2c(C(F)(F)F)cc(-c3cccs3)nc2c1Cl)N1CCCc2ccccc21	-3%	-11%	-9%	-11	?	?	-2%	4%	-5%	0%	14%
CNCc1c(OCc2ccc(F)cc2)ccc2ccccc12	5%	?	-12%	8	?	3%	-7%	16%[10 µM]	-9%	-6%	23%
CCOC(=O)Cc1nnc(NC(=O)c2ccco2)s1	-8%	7%	3%	6	?	0%	-2%	-1%	11%	0%	5%
CSc1ncccc1C(=O)OCC(=O)NCc1ccc2c(c1)OCO2	-3%	8%	-2%	10	4%	-1%	-1%	6%	6%	-3%	-2%
Cc1ccc(-c2nc(SCC(=O)NCC3CCCO3)c(-c3ccc(C)cc3)[nH]2)cc1 (centres undefined)	0%	15%	1%	-7	?	2%&1%	-6%	1%	5%	-1%	-22%
N#Cc1c(NC(=O)COC(=O)c2ccc(S(=O)(=O)N3CCCC3)cc2)sc2c1CCCCC2	2%	?	3%	2	?	15%	13%	-9%	22%	-3%	85%[activator]
Cc1ccc(C(=O)NC(=S)Nn2cnnc2)cc1	-16%	2%	1%	2	22%	2%	-4%	-4%	0%	-2%	0%
COc1ccc(N(CC(=O)Nc2ccccc2C(F)(F)F)C2=NC3CS(=O)(=O)CC3S2)cc1 (centres undefined)	0%	14%	3%	12	9%	1%	-4%	3%	6%	-6%	-15%
N#C/C(=C\c1c(F)cccc1Cl)c1nn(-c2ccccc2)c(-n2cccc2)c1C#N	3%	18%	1%	-12	?	1%	-1%	1%	.	0%	-1%
COC(=O)c1ccc(CNC(=O)CSC(C)C(=O)Nc2cc(C)on2)cc1 (centres undefined)	.	.	1%	-5	1%	-3%	0%	.	.	-2%	.

(continued)
SMILES	PKM2 activator	RORgamma inh	NPC1 prom act	KCNH2 3.1 block	ELG1 repair inh	FLuc modulator	Rab9 promoter act	VP16 counter	Menin-MLL TR inh	Mito fusion act	MBNL1 CUG block
Cc1cc(C)c(C#N)c(Cl)n1	-5%	-16%[10 µM]	-2%	-1	5%	-2%	-1%	1%	-5%	1%	.
O=C(c1cccc(S(=O)(=O)N2CCOCC2)c1)N(CCc1ccccc1)Cc1ccccc1	.	.	-1%	-8	?	1%	2%	.	.	5%	.
CCc1cccc(OCCCn2ccnc2)c1	-1%	-36%	-3%	2	0%	4%	-6%	0%	6%	-4%	.
O=C(NCc1nc2ccccc2[nH]1)C1=C[C@@H](C2CC2)C[C@@H](OCc2ccc(CO)cc2)O1	0%	0%	0%	0	?	-6%	0%	-1%	0%	-1%	-1%
Cn1c2c(c(=O)n(C)c1=O)C(C(F)(F)F)(C(F)(F)F)N=C(CCC1CCCCC1)N2	11%	?	-2%	2	?	-2%	-5%	?	0%	15%	-10%
CCn1cc(S(=O)(=O)Nc2ccc3c(c2)OCCO3)cn1	7%	0%	3%	-20	?	17µM*	-9%	-7%	7%	-2%	8%
NC(=O)c1ccccc1OC1CCC1	0%	6%	2%	-2	-13%	3%	-6%	-6%	.	1%	-6%
CCCCN(CC(=O)NC(C)(C)C)C(=O)C(=O)Nc1ccc2c(c1)OCCO2	7%	36%	-3%	-1	10%	1%	5%	-5%	-11%	-1%	-3%
CC(=O)N(CCC1(C(C)C)CCOC(C)(C)C1)Cc1ccco1 (centres undefined)	1%	4%	3%	-13	.	7%	1%	?	-5%	-1%	-4%
O=C(CSc1cccc[n+]1[O-])Nc1ccc([N+](=O)[O-])cc1Cl	3%	7%	-2%	-7	-2%	6%	13%	23%	16%	-2%	?
Cc1ccc(C(=O)CCC(=O)Nc2cc(C)ccn2)cc1	.	.	0%	-8	?	-15%	0%	.	.	1%	.
Cc1ccc(S(=O)(=O)NCCC(=O)N2CCC(C(N)=O)CC2)cc1C	.	.	11%	4	2%	1%	0%	.	.	-17%	.
Cc1cccc(C)c1NC(=O)CCCSc1nc2ccccc2s1	5%	-9%	-4%	-9	5%	?	-2%	12%	-19%	-1%	68%[activator]
COc1ccc(C(=O)NCC(=O)Nc2ccc(-c3ccccc3)cc2)cc1	.	5%	2%	6	2%	2%	-1%	2%	13%	3%	-3%
O=S(=O)(c1ccc(Cl)nc1)N1CCCCC1	-1%	-3%	2%	-3	-7%	-2%	-4%	-4%	20%	3%	-6%
CCC(C)C(=O)N1CCCC(c2nc(-c3cccs3)no2)C1 (centres undefined)	?	25%	?	14	?	-2%[2.3 µM]	?	?	3%	-2%	1%
Cc1ccc(OCCCC(=O)NC(C)c2ccccc2)cc1 (centres undefined)	-3%	19%	-4%	2	4%	-3%	1%	16%	-15%	3%	-12%
COc1ccc(C2(NC(C)=O)CCN(C(=O)c3cccs3)CC2)cc1	0%	23%	-4%	16	-6%	1%	-3%	4%	-8%	-7%	-7%
O=C(c1ccco1)N1CCN(CC(=O)N(C2CCCCC2)C2CCS(=O)(=O)C2)CC1 (centres undefined)	0%	-13%	1%	20	-1%	0%	-7%	-2%	-21%	-2%	-6%
CCOC(=O)C1=C(CC)Nc2ccccc2N=C1NC(=O)c1ccc(S(=O)(=O)N(C)C)cc1	0%	-13%	-4%	9	?	1%	-2%	2%	0%	-1%	-10%
Cc1ccc(Cc2nc(-c3ccncc3)no2)cc1	13%	?	4%	23	?	-14%	11%	-9%	-10%	-5%	1%
O=C(CCc1nc2ccccc2s1)N1CCN(c2ccccc2)CC1	5%	27%	6%	-4	-15%	3%	-3%	-8%	-16%	15%	0%
CCCn1c2c(c(O)c(C(=O)NCc3ccccc3)c1=O)CCCC2	0%	26%	-3%	-13	21%	1%	-2%	-2%	25%	4%	0%
